Dengue-2 NS5 capping = flavivirus cap methylation enzyme inhibition – biochemical, confirmation dose response, primary screen (AID 588689). 0.3% of 340,000 active. one-dose inhibition, % at 25 µM; IC50 in µM for titrated hits. Dengue-2 NS5 methyltransferase capping enzyme assay, biochemical; higher % means a stronger effect; in the data active = a potency from the dose series; inconclusive = inhibition above about 29% without an active follow-up result
RSV CPE inhibition = RSV antiviral activity via CPE protection, HEp-2 cells, primary 10 µM value included (AID 2391); HEp-2 cells, RSV-induced CPE inhibition; higher % means a stronger effect; CPE inhibition, % at 10 µM; hits with a dose series show IC50 in µM; 0.13% of 310,000 active; in the data active = a potency from the dose series; inconclusive = CPE inhibition mostly from about 23% at the one dose, without a potency; inactive = the rest, 99 in 100 with CPE inhibition below about 21%; note: strong numbers were not always called active
Yfh1-depleted yeast = enhancers of respiration in Yfh1-depleted yeast, dose response, Friedreich's ataxia, plus single-dose screen (AID 1465) | fold induction at 50 µM; hits with a dose series show EC50 in µM | S. cerevisiae Yfh1-off respiration, WST-1 reduction, 72 h; higher fold induction means a stronger effect | 0.074% of 220,000 active;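 active = fold induction of absorbance versus untreated yeast above a set limit, then at least 30% activation at any dose in follow-up; inconclusive = repeats straddling the limit, or above it without dose testing; inactive = fold induction below the set limit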;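 note: activators that raise dye reduction in frataxin-depleted yeast; strong numbers were not always called active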
Large T inhibition = TAg ATPase/helicase activity blockers – biochemical (AID 1903). 0.39% of 310,000 active. SV40 large T antigen ATPase/helicase inhibition assay; higher % means a stronger effect. one-dose inhibition, % at 20 µM; IC50 in µM for titrated hits; in the data active = a potency from the dose series; inconclusive = inhibition mostly from about 32% at the one dose, without a potency; inactive = the rest, 99 in 100 with inhibition below about 32%; note: strong numbers were not always called active
XIAP antagonists = small molecules displacing peptide from XIAP – biochemical, IAP family, fluorescence polarization (AID 1018) | 0.007% of 200,000 active | XIAP BIR domain, fluorescence polarization peptide displacement; higher % means a stronger effect | displacement, % at 20 µM, or IC50 in µM where a hit was titrated; in the data active = displacement above about 50%; note: a part of the inactive calls stands beside numbers as strong as those of hits
West Nile antiviral = West Nile virus antiviral activity, cell-based, CPE readout (AID 1621); West Nile virus-infected cells, CPE inhibition; higher % means a stronger effect; one-dose CPE inhibition, % at 10 µM; IC50 in µM for titrated hits; 0.02% of 290,000 active; in the data active = a potency from the dose series; inconclusive = CPE inhibition mostly from about 3.7% at the one dose, without a potency; inactive = the rest, 99 in 100 with CPE inhibition below about 2.2%; note: strong numbers were not always called active
WT yeast gro inh = growth inhibition of WT yeast, mitochondrial fusion screen; inhibition, % at 10 µM; mitochondrial fusion phenotypic screen, WT strain; 2.1% of 190,000 active; AID 1362; in the data active = inhibition above about 58%; tested in S. cerevisiae
K1F lysis inhibition = inhibition of K1F phage lysis, E. coli UTI89, bacterial capsule biogenesis inhibitors, alamar blue (AID 488966); 0.02% of 340,000 active; E. coli UTI89 K1F phage lysis, alamar blue, 2 h; higher % means a stronger effect; inhibition, % at 100 µM, or IC50 in µM where a hit was titrated;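 active = phage lysis inhibition, versus mean bacterial control, above a set limit; inconclusive = no clear call, values can overlap the other calls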;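 note: capsule biogenesis inhibitors block K1F phage lysis so surviving cells raise fluorescence; higher fluorescence means more inhibition of phage lysis; actives were called in the ten point dose series up to 300 µM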
CSM14.1 death rescue = protection against thapsigargin-triggered cell killing – 384-well, CSM14.1, ATP luminescence, primary screen (AID 1222); 190,000 tested, under 10 active; cellular ATP content (survival), % at 20 µM; hits with a dose series show EC50 in µM; CSM14.1 thapsigargin-induced death rescue, ATP luminescence; higher % means a stronger effect;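 active = EC50 below 50 µM in the dose-response confirmation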;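 note: death triggered by thapsigargin at about 15 µM added after 2 h compound pretreatment; cell ATP read after overnight thapsigargin exposure of roughly 18 to 22 hours; normalized against plate controls of thapsigargin alone and 5% DMSO vehicle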
WT yeast gro inh mutant strain = second read-out of WT yeast gro inh, no call of its own (marks repeat the call); inhibition, %; mitochondrial fusion phenotypic screen, mutant strain inhibition
Dengue-2 NS5 capping pilot replicate = further read-out of Dengue-2 NS5 capping, marked with its call; inhibition, %; measured here: pilot screen replicate inhibition
The depositor's hits bear a star; i = inactive; ? = inconclusive; · = not tested or not shown; [ ] = dose if it differs, or a comment.

SMILES | Dengue-2 NS5 capping | RSV CPE inhibition | Yfh1-depleted yeast | Large T inhibition | XIAP antagonists | West Nile antiviral | WT yeast gro inh | WT yeast gro inh mutant strain | K1F lysis inhibition | CSM14.1 death rescue | others
COc1ccc(C2/C(=C(/O)c3ccc(Br)cc3)C(=O)C(=O)N2C)cc1OC (stereo not drawn) | -5% | 0.7% | · | 6% | · | 0.3% | · | · | 0.5% | ·
CC(=O)N1CCc2[nH]c3ccc(C)cc3c2C1 | · | 0.3% | · | 9% | · | -0.8% | · | · | -1.7% | ·
CCn1cc(C(=O)Nc2ccc(-n3cnnn3)c(OC)c2)c(=O)c2ccc(C)nc21 | · | · | i | 5% | -7.5% | 0.1% | -33 | 4 | · | -0.4%
C=CCNc1nc(C2(C)CC3(CC(C)OC3=O)C(=O)O2)cs1 (stereo not drawn) | -6% | 1.0% | i | 5% | -2.5% | -0.8% | -8 | 3 | 0.7% | -1.5%
COC(C(=O)Nc1ccnn1C1CCN(Cc2ccc(C)o2)CC1)c1ccccc1 (stereo not drawn) | -5% | -0.2% | · | 6% | · | 0.1% | · | · | -0.3% | ·
CCCCC(=O)NCCc1cc2c(C)ccc(C)c2[nH]c1=O | -2% | 2.6% | i | · | · | 0.1% | 3 | -9 | 0.5% | ·
CC1=NN(C(C#N)c2ccccc2O)C(C)(C)C1 (stereo not drawn) | -3% | -1.9% | i | -1% | -3.9% | 0.1% | -15 | -3 | 0.0% | -0.8%
CCOc1ccc(S(=O)(=O)N(C)c2ccc(OCC(=O)NCC3CCCO3)cc2)cc1 (stereo not drawn) | -9% | 2.6% | i | 5% | -0.1% | 0.0% | -4 | 34 | 0.1% | 2.8%
O=C(NCc1ccccc1)Oc1cccc(Cl)c1 | -3% | -0.3% | i | 10% | -4.7% | -0.1% | -2 | 2 | -1.1% | -0.6%
O=C(NCCN1CCN(S(=O)(=O)c2ccc([N+](=O)[O-])cc2)CC1)C(=O)Nc1ccccc1 | -7% | -1.0% | i | 9% | -1.9% | -0.4% | -12 | -1 | 0.0% | -1.2%
CCCCn1c(=O)[nH]c(=O)c2c1nc(-c1cc(Cl)c(OC)c(OC)c1)n2C | 5% | 1.5% | · | 20% | · | -0.2% | · | · | 0.3% | ·
COCCCNC(=O)/C=C/c1ccc(Cl)cc1 | -4% | 1.7% | i | -2% | -3.2% | -0.6% | -1 | 3 | 0.1% | -1.5%
Cc1cccc2cc(C#N)c(SCC(=O)N3CC(=O)Nc4ccccc43)nc12 | 22% | 14% | i | 0% | -10% | 0.1% | 15 | -1 | 0.1% | -0.9%
O=C(c1cccc2ccccc12)C1CCCN(C(=O)c2ccc(N3CCOCC3)cc2)C1 (stereo not drawn) | -4% | 5.3% | i | 26% | -3.5% | -1.2% | 11 | -7 | -1.6% | 4.5%
O=C1CCC(C(=O)NCc2cccnc2)N1 (stereo not drawn) | 4% | 3.5% | i | 21% | -0.8% | 0.1% | -21 | 23 | -0.7% | 1.3%
COCc1ccc(C(=O)N2CCCC(C(=O)c3ccc(SC)cc3)C2)o1 (stereo not drawn) | 1% | 2.7% | · | 6% | · | -0.6% | · | · | 0.2% | ·
CC1(C)CC(=O)C=C(NCCCN2CCCC2=O)C1 | -1% | 4.0% | i | · | · | 0.2% | · | · | -0.4% | · | Dengue-2 NS5 capping pilot replicate=3.3
O=C(/C(=C/c1ccc(Cl)cc1)c1nc2ccccc2[nH]1)c1ccccc1 | -5% | -2.1% | i | 6% | -5.2% | -1.8% | 2 | 4 | -0.2% | -1.3%
CC(=O)Nc1cc([N+](=O)[O-])ccc1N1CCOCC1 | -4% | 0.8% | i | -5% | -2.4% | 0.1% | 9 | 15 | 0.0% | -9.2%
COc1ccc(NS(=O)(=O)CC23CCC(CC2=O)C3(C)C)cc1 (stereo not drawn) | -1% | · | i | 15% | -4.6% | -1.3% | -12 | -2 | 7.5% | -1.6%
CSC(=CC(=O)c1ccccc1)SC | -2% | 2.6% | i | 9% | -3.2% | -0.4% | 0 | -6 | -0.3% | 1.6%
CCc1cc(C(=O)OC)c(NC(=O)CN2CCN(C(=O)c3ccco3)CC2)s1 | -3% | 8.7% | · | 21% | · | -0.7% | · | · | 0.4% | ·
COc1ccc(C/C(N)=N/OC(C)=O)cc1OC | -9% | 1.0% | i | 5% | -8.0% | -0.5% | 3 | 16 | 4.6% | 2.9%
COC(=O)c1sc(NC(=O)c2oc3ccccc3c2C)nc1C | -10% | 0.9% | i | 17% | -1.6% | 0.6% | -12 | 7 | 1.0% | -3.1%
COc1ccc(Br)cc1CNC(=O)C1CCCN(c2nc3ccccc3o2)C1 (stereo not drawn) | -1% | 3.0% | i | 5% | -2.3% | 2.7% | -21 | -11 | -2.1% | 0.0%
CCc1nnc(NC(=O)c2ccc(Cl)c(S(=O)(=O)N3CCc4ccccc43)c2)s1 | 7% | 5.3% | i | 0% | -11% | -0.2% | 3 | 23 | 0.2% | -3.7%
COc1cc(N2CCCC2)ccc1[N+](=O)[O-] | 2% | 10% | i | 4% | -8.2% | -1.3% | -14 | 0 | 3.7% | -4.1%
Cc1ccccc1C(=O)c1cccn1CC(=O)NC(C)CCc1ccccc1 (stereo not drawn) | -10% | 2.7% | · | 11% | · | -1.2% | · | · | 0.0% | ·
C=CCn1c(SCC(=O)c2ccc(Cl)s2)nc2ccccc2c1=O | -2% | -0.1% | i | -1% | -3.0% | -0.6% | 23 | 18 | 0.0% | -7.0% | Dengue-2 NS5 capping pilot replicate=0.0
O=c1[nH]c2cc3c(cc2cc1CN(Cc1nnnn1C1CCCC1)C1CCCC1)OCCO3 | -5% | -1.4% | i | 18% | -0.3% | -0.1% | 0 | -2 | -2.9% | -0.8%
C=CCn1c(SCC(=O)NC(=O)NC)nnc1C1CCCCC1 | -5% | 2.7% | i | -2% | -4.4% | -0.3% | -2 | 3 | 0.1% | -1.1%
CCN1CCC(NC(=O)Nc2cccc(C(F)(F)F)c2)CC1 | -4% | 0.1% | i | 10% | -2.4% | -0.3% | -3 | 5 | 0.0% | -0.6%
CC1(c2cc(C(F)(F)F)n3nc(C(=O)O)cc3n2)CC1 | 4% | 1.8% | i | 8% | -1.5% | -0.3% | -18 | -4 | 0.9%[50 µM] | 0.3%
CN1CCCC(OC(=O)c2ccccc2F)C1 (stereo not drawn) | -3% | 1.0% | · | 10% | · | 0.3% | · | · | -0.4% | ·
COc1cc(-c2cc(=O)c3c(O)c(OC)c(OC)c(O)c3o2)ccc1O | 9% | -0.9% | i | 6.8µM* | -2.9% | -0.2% | 3 | -4 | 3.5% | -2.1%
CCOC(=O)C1CCCN(CCC(=O)Nc2ccccc2C)C1 (stereo not drawn) | -6% | 0.8% | i | 24% | -3.4% | 0.1% | 5 | -6 | 0.9% | -2.4%
CCOc1cc(C(=O)OCc2ccc([N+](=O)[O-])cc2)ccc1OCC(=O)N1CCOCC1 | -2% | 2.8% | · | 13% | · | · | · | · | 0.9%[50 µM] | ·
CC1CCc2nn(CC(=O)NCCC3=CCCCC3)cc2C1 (stereo not drawn) | -7% | -0.6% | i | 2% | 0.3% | 0.0% | 25 | 18 | -7.3% | ·
CCOC(=O)c1cnc(Nc2nc3ccccc3o2)nc1C | -1% | -0.4% | i | 24% | -2.8% | 0.5% | 28 | 26 | 0.7% | -5.6%
Cn1nccc1C(=O)NCCN1C(=O)OC(C)(C)C1(C)O (stereo not drawn) | -5% | 0.2% | i | 10% | 0.8% | -0.3% | 0 | 15 | 0.1% | -1.9%

3 entries out of the list, sorted by formula weight, smallest number first.
SMILES | Dengue-2 NS5 capping | RSV CPE inhibition | Yfh1-depleted yeast | Large T inhibition | XIAP antagonists | West Nile antiviral | WT yeast gro inh | WT yeast gro inh mutant strain | K1F lysis inhibition | CSM14.1 death rescue | others
CCN1CCC(NC(=O)Nc2cccc(C(F)(F)F)c2)CC1 | -4% | 0.1% | i | 10% | -2.4% | -0.3% | -3 | 5 | 0.0% | -0.6%
C=CCn1c(SCC(=O)c2ccc(Cl)s2)nc2ccccc2c1=O | -2% | -0.1% | i | -1% | -3.0% | -0.6% | 23 | 18 | 0.0% | -7.0% | Dengue-2 NS5 capping pilot replicate=0.0
CCOc1cc(C(=O)OCc2ccc([N+](=O)[O-])cc2)ccc1OCC(=O)N1CCOCC1 | -2% | 2.8% | · | 13% | · | · | · | · | 0.9%[50 µM] | ·

(cont.)
SMILES | Dengue-2 NS5 capping | RSV CPE inhibition | Yfh1-depleted yeast | Large T inhibition | XIAP antagonists | West Nile antiviral | WT yeast gro inh | WT yeast gro inh mutant strain | K1F lysis inhibition | CSM14.1 death rescue | others
N#CCCC12CCCCC1=Nc1ccccc12 (stereo not drawn) | 13% | 2.3% | i | 8% | -2.8% | -0.8% | 5 | 4 | 0.9% | -0.1%
CC12CCC(=O)N1C(C(=O)O)Cc1c2[nH]c2ccccc12 (stereo not drawn) | 9% | 0.9% | · | 5% | -4.6% | · | 3 | 14 | -0.4% | -0.6%
COc1ccc(N=Cc2c(O)[nH]c3ccccc23)cc1 | -2% | 3.3% | i | 6% | -1.9% | -1.1% | 28 | 0 | 0.1% | -0.7%
Cc1cc(C)cc(-n2c3nc4ccccc4nc3c3c(=O)n(Cc4ccco4)cnc32)c1 | 28% | 1.5% | i | 7% | -14% | -0.2% | 6 | 1 | -0.2% | 0.3%
CCN=C(Nc1ccc(Cl)cc1)c1cccnc1 | -1% | -0.7% | i | -3% | -4.2% | -0.3% | 0 | 5 | 0.2% | 4.0%
Fc1ccc(CSc2nnc(-c3cnccn3)n2Cc2ccco2)cc1 | -6% | 3.0% | i | 5% | -3.5% | ? | 8 | 22 | -0.1% | 3.0% | Dengue-2 NS5 capping pilot replicate=-1.1
O=C(CN1C(=O)CSC1=O)NCc1ccccc1 | -2% | 2.1% | i | -1% | -1.4% | 0.4% | -14 | -9 | -0.1% | 0.6%
CCOC(=O)c1ccccc1NC(=O)COC(=O)CCC(=O)c1ccc(C)cc1 | -4% | -0.3% | · | 6% | · | · | · | · | 0.6%[50 µM] | ·
CCN(CC)CCN1C(=O)C(=O)/C(=C(/O)c2ccc(OC(C)C)cc2)C1c1ccncc1 (stereo not drawn) | -7% | 1.4% | i | 10% | -4.7% | 0.0% | -5 | 6 | 0.1% | -4.1%
CC(C)CCN1CCNC(=O)C1CC(=O)N(C)CCCN1CCOCC1 (stereo not drawn) | -3% | -0.1% | · | 6% | · | -0.1% | · | · | 0.1% | ·
CCN(CC)c1ccc(C(=O)n2cnc3ccccc32)cc1 | -5% | 6.9% | i | 46% | -6.4% | 0.1% | 10 | -14 | -0.4% | -2.4%
